Assay outcomes as filed in PubChem.
STAT3 act = STAT3 signaling activation; U3A cells, IL-6 STAT3-luciferase reporter, luminescence; 100% = signal with IL-6 EC80 alone; activation (% of control), % at 5.6 µM; hit rate 0.91% among 190,000;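 active = activation above the screen-wide mean of compound activation plus 3 SD, cut at about 130% in these data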;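 also: 0% = background luminescence of wells with medium and substrate only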
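system = STAT3-luciferase reporter U3A cells | reagent = IL-6 stimulus at 33 ng/mL final | timing = 1 h compound pre-exposure, 6 h IL-6 stimulation, 37 °C | measured by = luminescence | evaluation = % activation versus median of IL-6-stimulated wells | control set = IL-6-only wells as 100% reference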
DTT redox prof = compounds producing H2O2 with reducing agent – biochemical, NIH compound library profiling, artefact control for MLSCN library redox annotation, primary screen; DTT-dependent redox cycling H2O2, phenol red/HRP absorbance; 100% = 100 µM peroxide control, 0% = buffer; activation, % at 10 µM; hit rate 0.03% among 200,000; AID 878;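 active = activation of at least 50% relative to the plate's high and low controls in the primary single-dose screen; inactive = activation below 50%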;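 also: compound incubated with DTT at 0.8 mM final as the reducing agent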
Efa HMGR inh = blocks class II HMG-CoA reductase of Enterococcus faecalis; inhibition, % at 10 µM; AID 1066; hit rate 0.41% among 190,000; purified E. faecalis HMGR, NADPH absorbance 340 nm kinetic;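 active = inhibition above a set limit, the median over all tested compounds plus 3 SD, cut at about 9.5% in these data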;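 also: enzyme runs in reverse so mevalonate oxidation gives rising NADPH absorbance; 0% = complete reaction with DMSO and 100% = background rate lacking mevalonate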
STAT1 inh = reduces IFN-gamma driven STAT1 reporter signal | inhibition, % at 5.5 µM | NIH 3T3 STAT1-luciferase reporter, luminescence | hit rate 0.35% among 200,000;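 active = inhibition above a set limit, the mean inhibition across all tested compounds plus 3 SD, cut at about 34% in these data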;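 also: 0% = IFN-gamma with DMSO and 100% = IFN-gamma with 300 µM nifuroxazide; values of inactives mirror those of a sister screen read the other way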
Hsp70 act = transcriptional activators of Hsp70. HeLa Hsp70 promoter luciferase reporter, luminescence; scaled: vehicle 0, proteasome-inhibitor control 100%. activation, % at 10 µM. hit rate 0.04% among 200,000;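 active = activation above the mean across all tested compounds plus 3 SD, cutoff set per campaign, cut at about 5.5% in these data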;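 also: 100% = MG132 at 30 µM as the positive control and 0% = DMSO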
APP 5'UTR act = APP 5'UTR luciferase reporter activation. SH-SY5Y APP 5'UTR luciferase reporter, luminescence; zero percent = DMSO vehicle wells. activation, % at 2 µM. hit rate 1% among 190,000. AID 1276;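 active = activation above a set limit, based on mean plus 3 SD of controls, cut at about 140% in these data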; also: values of inactives mirror those of a sister screen read the other way
TLR4-MyD88 BLA = TLR4-MyD88 interaction inhibition in cells | hit rate 0.18% among 200,000 | inhibition, % at 8.4 µM | HeLa CL3-4 TLR4/MyD88 BLA complementation, FRET ratio | O00206+Q99836; in the data active = inhibition above about 25%;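 also: 0% = vehicle and 100% = reference inhibitor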
Target sequence (O00206 whole entry, looked up): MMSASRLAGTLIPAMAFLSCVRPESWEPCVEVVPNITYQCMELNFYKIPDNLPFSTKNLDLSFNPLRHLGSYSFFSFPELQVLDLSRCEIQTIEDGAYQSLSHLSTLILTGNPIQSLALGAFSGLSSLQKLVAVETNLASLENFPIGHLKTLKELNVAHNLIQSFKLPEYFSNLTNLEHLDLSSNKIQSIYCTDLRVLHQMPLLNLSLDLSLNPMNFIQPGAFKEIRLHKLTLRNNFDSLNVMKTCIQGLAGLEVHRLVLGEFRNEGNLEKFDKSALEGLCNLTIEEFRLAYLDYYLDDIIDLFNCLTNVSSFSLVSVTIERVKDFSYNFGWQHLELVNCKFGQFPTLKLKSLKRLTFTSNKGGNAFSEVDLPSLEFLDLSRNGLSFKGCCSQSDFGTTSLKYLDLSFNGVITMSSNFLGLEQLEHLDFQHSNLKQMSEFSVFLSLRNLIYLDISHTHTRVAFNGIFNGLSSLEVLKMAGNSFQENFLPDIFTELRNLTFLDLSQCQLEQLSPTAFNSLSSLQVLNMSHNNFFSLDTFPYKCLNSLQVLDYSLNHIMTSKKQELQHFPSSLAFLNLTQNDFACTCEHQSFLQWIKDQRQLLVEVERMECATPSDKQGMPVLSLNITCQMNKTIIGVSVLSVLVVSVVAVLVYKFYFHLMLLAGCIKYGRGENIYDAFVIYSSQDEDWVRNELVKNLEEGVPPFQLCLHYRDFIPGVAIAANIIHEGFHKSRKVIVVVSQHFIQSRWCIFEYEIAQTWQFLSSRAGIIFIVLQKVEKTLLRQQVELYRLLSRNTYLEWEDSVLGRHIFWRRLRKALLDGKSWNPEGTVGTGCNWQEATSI
Target sequence (Q99836 whole entry, looked up): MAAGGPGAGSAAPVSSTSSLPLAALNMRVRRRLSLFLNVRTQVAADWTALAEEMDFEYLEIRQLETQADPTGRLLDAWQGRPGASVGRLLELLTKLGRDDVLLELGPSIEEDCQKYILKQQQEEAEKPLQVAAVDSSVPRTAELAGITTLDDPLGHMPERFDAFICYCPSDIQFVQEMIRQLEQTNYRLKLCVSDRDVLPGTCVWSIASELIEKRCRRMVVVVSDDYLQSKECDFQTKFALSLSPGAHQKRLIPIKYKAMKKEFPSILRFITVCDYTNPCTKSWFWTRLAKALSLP
STAT3 blocker = STAT3 signaling inhibition; U3A cells, IL-6 STAT3-luciferase reporter, luminescence; host cell line lacks STAT1; hit rate 0.89% among 190,000; inhibition, % at 5.5 µM;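 active = inhibition above the mean inhibition across all screened compounds plus 3 SD, cut at about 44% in these data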;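 also: 0% = DMSO only wells and 100% = 100 µM nifuroxazide control wells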
NF-kB neuron act = NF-kB expression increase, human neuronal cells; NF-kB reporter expression; stronger effect = higher value; fold change at 12.5 µM; hit rate 1.6% among 190,000; in the data active = fold change above about 3.3
STAT1 activator = STAT1 signaling activation. NIH 3T3 STAT1-luciferase reporter, IFN-gamma, luminescence; 100% = IFN-gamma alone, no compound. activation (% of control), % at 5.5 µM. hit rate 2.6% among 200,000;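 active = activation above the screen-wide mean activation plus 3 SD, cut at about 130% in these data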;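 also: raw ratio to IFN-gamma control signal so 100% means no change and 0% no light; values of inactives mirror those of a sister screen read the other way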
* marks the source's active call; other numbers are inactive results; . = no result given.

cpd	Molecule	STAT3 act	DTT redox prof	Efa HMGR inh	STAT1 inh	Hsp70 act	APP 5'UTR act	TLR4-MyD88 BLA	STAT3 blocker	NF-kB neuron act	STAT1 activator
1	O=C(CCNc1ccc(F)c(Cl)c1)c1ccco1	96	0.3	-1	-1	0.0	13	-2	9	2.5	100
2	Cn1ncc2c(Nc3cccc4ccccc34)ncnc21	100	0.0	-2	0	-0.1	-2	8	0	1	102
3	c1ccc(-c2nc(-c3ccccn3)no2)cc1	20	-1.5	-5	62*	-0.7	64	6	98*	1.8	47
4	CNC(=O)c1sc(SC)cc1-c1ccc(Cl)cc1	98	1.0	4	1	-0.4	5	-1	6	1.1	99
5	Cc1cc(C(=O)N/N=C/c2cccs2)n[nH]1	108	-0.8	-2	-26	0.0	65	9	-6	1.7	122
6	COc1ccc(NC(=O)CSc2nc3ccccc3c(=O)n2Cc2cccs2)c(OC)c1	96	0.6	-6	-6	-0.3	-3	-4	6	1.1	106
7	Cc1cc(NS(=O)(=O)c2ccc(NC(=O)CSc3nc4sc(C)c(C)c4c(=O)[nH]3)cc2)no1	115	-0.3	0	-10	-0.3	12	14	-14	0.96	108
8	O=C(Nc1nnc(C2CC2)s1)c1cc(-c2ccccc2)nn1-c1ccccc1	102	-3.2	-1	-4	-0.2	3	0	2	0.98	105
9	Cc1nc(C(=O)Nc2cccc(Cl)c2Cl)nn1-c1cc(OC(C)C)c(Cl)cc1Cl	102	-0.5	-4	7	0.1	-6	-9	4	0.84	94
10	O=C(NC(Cc1ccccc1)C(=O)NC(Cc1ccccc1)C(=O)O)c1ccccc1 (configuration not stated)	105	0.0	-4	-4	-0.4	1	4	-4	1.3	102
11	O=C(N/N=C/c1cccs1)c1cc(C2CC2)nc2ccccc12	94	-0.5	-8	5	-0.2	-15	-23	5	0.78	96
12	COc1cccc(C2=NNC(=NCc3ccccc3)SC2)c1	95	-0.1	-2	-19	0.0	36	-5	10	2	117
13	Cc1ccc(C(=O)CSc2ccc(-c3ccncc3)nn2)cc1	93	-3.0	-10	0	0.3	11	2	8	1.3	100
14	CCOC(=O)CN1CC23C=CC(O2)C(C(=O)O)C3C1=O (configuration not stated)	101	-0.4	-2	-2	0.1	14	-8	4	2	102
15	COc1ccccc1Cn1c(SCC(N)=O)nc2c(oc3ccccc32)c1=O	98	0.5	-12	-11	0.0	-1	6	10	1	108

Whole records, looked up by structure. Screens in order: STAT3 act	DTT redox prof	Efa HMGR inh	STAT1 inh	Hsp70 act	APP 5'UTR act	TLR4-MyD88 BLA	STAT3 blocker	NF-kB neuron act	STAT1 activator
Record of `COc1ccccc1Cn1c(SCC(N)=O)nc2c(oc3ccccc32)c1=O` = 98	0.5	-12	-11	0.0	-1	6	10	1	108
Record of `Cc1cc(NS(=O)(=O)c2ccc(NC(=O)CSc3nc4sc(C)c(C)c4c(=O)[nH]3)cc2)no1` = 115	-0.3	0	-10	-0.3	12	14	-14	0.96	108

Carrying on:
cpd	Molecule	STAT3 act	DTT redox prof	Efa HMGR inh	STAT1 inh	Hsp70 act	APP 5'UTR act	TLR4-MyD88 BLA	STAT3 blocker	NF-kB neuron act	STAT1 activator
16	CCOc1cc(CN2CCN(CCOCCO)CC2)ccc1OC	102	-0.3	1	3	-0.2	2	-15	5	0.98	97
17	COc1ccc(N2CCN(Cc3nc(-c4ccc(Cl)cc4Cl)no3)CC2)cc1	99	-0.3	5	3	0.3	-2	-6	2	0.98	102
18	C=CCc1c(C)nc(C)nc1N/N=C/c1ccc(N(C)C)cc1	94	-0.3	-3	-1	-0.1	6	-1	9	1.1	102
19	O=C(c1ccc(Cl)c(S(=O)(=O)N2CCCCCC2)c1)N1CCOCC1	92	-1.3	-3	-1	-0.2	8	-19	18	0.86	100
20	Cc1cccc2sc(NC(=O)CSc3nc4ccccc4o3)nc12	136*	0.3	-3	9	-0.3	.	4	-44	1.3	93
21	CCOc1ccc(C2C(C(=O)/C=C/c3ccco3)=C(O)C(=O)N2CCN2CCOCC2)cc1OC (configuration not stated)	113	-0.1	-3	-3	0.1	11	-6	-3	0.88	101
22	COc1ccc(CCN2C(=O)CC(N3CCN(S(=O)(=O)c4ccccc4)CC3)C2=O)cc1 (configuration not stated)	104	0.0	2	-7	0.3	-18	17	-1	0.89	107
23	Cc1ccc(/C=C/C(=O)NC2CCCCCCC2)o1	121	-0.2	5	-25	-0.1	30	2	-27	2.5	124
24	CC(C)N1CC(C(=O)O)CC1=O (configuration not stated)	97	-0.5	-4	5	-0.2	1	-8	6	1.1	95
25	COc1ccc(Oc2c(C)oc3c(CN(C)C)c(O)ccc3c2=O)cc1	105	0.0	-5	1	-0.2	-16	5	-3	0.98	99
26	Cc1nc(SCC(=O)NCc2cccs2)nc(C)c1C	93	-0.2	-1	-3	0.0	4	-14	10	0.92	101
27	CCOC(=O)CSc1nc(C)c2cc(OC)ccc2n1	97	1.5	-2	-15	0.3	9	-15	6	1	114
28	COc1ccc(Cn2nnnc2C(c2ccc(C)cc2)N2CCN(C3CCCC3)CC2)cc1 (configuration not stated)	103	1.0	-2	-2	0.2	-5	9	4	1.1	102
29	Cc1ccc(N2CC(C(=O)NCCCn3ccnc3)CC2=O)cc1 (configuration not stated)	102	1.9	-5	-1	-0.2	0	-4	-2	0.98	101
30	COc1cccc(CNC(=O)C2CCN(S(=O)(=O)N3CCCC3)CC2)c1	95	-1.1	2	-1	-0.1	-14	11	10	1.1	102
31	O=C(Nc1cccc(Cl)c1Cl)c1ccc(-c2ccccc2)cc1	123	-6.2	0	-26	-0.2	26	2	-18	1.6	124
32	C1=Nc2c(NCc3ccccc3)ncnc2Oc2ccccc21	108	1.0	0	11	-0.3	13	5	-5	3.2	90
33	CC(NCc1ccccc1)C1COc2ccccc2O1 (configuration not stated)	85	0.7	4	0	-0.1	19	3	24	1.2	100
34	COc1ccccc1NC(=O)c1c(N=Cc2ccccc2O)cnn1C	86	0.0	7	-7	0.5	-9	15	21	0.96	106
35	CCOC(=O)c1ccc(NC(=S)NC(=O)c2nn(CC)cc2Br)cc1	100	0.2	0	2	-0.3	7	-7	1	1	98
36	COc1ccc(N2C(=O)C(CC(=O)Nc3ccccc3)N(Cc3cccs3)C2=O)cc1 (configuration not stated)	.	0.2	-7	3	-0.2	16	-12	.	0.88	96
37	C1CCN(c2nc3nonc3nc2N2CCCC2)C1	101	-0.9	3	3	-0.4	-5	7	8	1.1	97
38	CCOC(=O)C1CCCN(C(=O)c2cn(CC)c3ccc(S(=O)(=O)N(C)C)cc3c2=O)C1 (configuration not stated)	105	0.0	-6	0	-0.1	12	-1	3	1.3	100
39	C=CCc1ccc(OCCCCN2CCC(C)CC2)c(OC)c1	91	0.3	3	1	-0.3	-3	2	15	0.91	99
40	Cc1noc(C)c1C(=O)Nc1ccccn1	103	2.7	1	8	-0.2	0	-3	0	1.1	92
41	O=C(N/N=C/c1cc2c(cc1[N+](=O)[O-])OCO2)c1ccccn1	113	0.6	.	3	-0.3	13	-10	-5	.	98
42	Cc1ccccc1-c1nc2sc3c(c2c(=O)n1N)CCCC3	104	0.1	6	-50	0.2	150*	10	-8	1.5	146*
43	Cc1ccc(-n2nnnc2-c2cnn(-c3cccc(F)c3)c2C(F)(F)F)cc1	94	0.6	-7	6	-0.6	-11	1	11	0.93	99
44	Cc1ccc(NC2SC(=O)N(Cc3cccc(C(=O)O)c3)C2=O)cc1 (configuration not stated)	109	0.5	2	-9	0.0	9	-1	-8	1.1	109
45	Cc1ccc(Nc2nc(-c3c(C)nc4ccccn34)cs2)cc1	92	-2.9	-3	0	0.6	-96	-4	15	1.7	100
46	CCCCN1C(=O)C(NC(=O)CC(C)C)(C(F)(F)F)C2=C1CC(C)(C)CC2=O (configuration not stated)	98	-2.6	3	0	-0.2	0	-7	10	1.2	100
47	O=C(N/N=C/c1cccc(C(F)(F)F)c1)c1ccccc1O	98	-2.1	-1	8	0.0	-5	-3	5	1.6	92
48	O=C(COc1ccc(Br)cc1)N/N=C1/SCC(=O)N1Cc1ccco1	97	-2.0	9	-15	0.0	4	-2	7	1.6	114
49	CCCCCc1nnc(NC(=O)Cc2ccc([N+](=O)[O-])cc2)s1	100	0.2	-3	-7	-0.1	9	-14	5	1.2	104
50	N#CC1=C(N)NC(SCC(=O)O)=C(C#N)C12CCCC2	101	2.5	-3	1	0.0	-5	-5	2	0.89	99
51	COc1cccc(-n2nnnc2SCC(=O)NCc2ccco2)c1	104	-1.1	2	13	0.3	-4	-3	-5	1.2	88
52	CN1CCN(NC(=S)Nc2ccc(Oc3ccccc3)cc2)CC1	78	-1.8	-4	4	-0.1	-10	3	30	0.96	95
53	O=C(CCC(=O)NNc1nc2ccccc2c2nc(-c3ccccc3)nn12)NCCCN1CCCC1=O	112	-0.6	12*	10	-0.2	30	3	-9	1.2	88
54	CCn1nc(C)c(/C=N/NC(=O)c2ccc3c(c2)c(C)c(C)n3Cc2ccccc2)c1C	87	2.1	-4	-1	-0.4	.	-1	14	1	101
55	COc1ccc(N2CCN(Cc3nc(N)nc(Nc4ccc(C)c(Cl)c4)n3)CC2)cc1	81	2.8	-12	-1	-0.4	-18	-4	28	0.54	101
56	CCN(CC)C1CCN(Cc2cn[nH]c2-c2ccc(OC)c(F)c2)C1 (configuration not stated)	107	0.7	6	-1	0.4	1	-21	-2	0.99	99
57	CCc1ccc(N2C(=O)Cc3c2nc(N)c(C#N)c3N)cc1	115	-1.3	5	1	-0.3	28	8	-12	2.8	99
58	Cc1cccc(C)c1N(CC(=O)NN=C1CCCCCC1)S(C)(=O)=O	102	0.1	-2	-7	-0.2	16	3	-6	1.2	106
59	O=C(CSc1ccccc1C(=O)O)NCc1ccc(Cl)cc1	106	-0.3	-1	2	-0.4	0	-9	-11	1	100
60	CCOC(=O)c1cnc(-n2nc(C)cc2C)nc1NCc1ccccc1	92	-3.4	-1	-10	-0.1	-7	-4	14	0.64	110
61	O=C(Oc1coc(CSc2nnc(NC(=O)C3CC3)s2)cc1=O)c1c(F)cccc1F	92	-0.7	-3	9	-0.4	9	2	17	1.6	91
62	CC1=C(C(=O)NC2CCCCC2C)C2(CCC(C)CC2)OC1=O (configuration not stated)	107	-0.4	4	4	-0.2	12	-4	-9	1.6	97
63	CC(C)n1c(S(=O)(=O)O)nc2ccccc21	96	-0.9	0	-4	0.0	-4	-22	9	0.96	102
64	CC(C)Cn1c(N)c(C(=O)CSc2ccccc2)c(=O)n(C)c1=O	62	-0.3	-5	1	-0.5	-1	-6	45*	1	99
65	O=C(N/N=C/c1cc(Br)ccc1O)Nc1ccccc1	90	0.3	-8	7	-0.1	0	18	13	1	93
66	Cc1ccc(-c2nc3ncccc3o2)cc1NC(=O)c1cc2ccccc2o1	98	0.0	2	-3	-0.2	-6	7	6	0.74	103
67	CCCCC(=O)Nc1sc2c(c1C#N)CC(C)(C)OC2	110	0.0	6	-16	0.1	38	-4	-8	2	114
68	c1ccc(-n2cnnc2SCc2cn3cccnc3n2)cc1	103	1.9	-1	-1	-0.2	-12	14	0	0.97	101
69	COc1cc(SC)ccc1C(=O)Nc1ccc2c(c1)CCN2S(C)(=O)=O	88	-0.2	-6	-7	-0.1	16	-1	18	1.1	106
